Compound activity from PubChem BioAssay.
Growth percent in the NCI-60 one-dose screen (48 h, 10 µM unless noted): 100 = growth as untreated, 0 = no growth, -100 = all killed.
MOLT-4: MOLT-4 leukemia cells | actives 6.9% (n = 80,000) | AID 1794779
K-562: K-562 leukemia | actives 7.4% (n = 78,000)
MDA-MB-435: MDA-MB-435 melanoma; actives 7.8% (n = 82,000); AID 1794794
RPMI-8226: RPMI-8226 leukemia cells; actives 7.5% (n = 77,000); AID 1794781
MDA-MB-468: MDA-MB-468 breast cancer; actives 8.5% (n = 78,000); AID 2202374
SR: SR leukemia cells; actives 8.7% (n = 73,000); AID 1794780
MDA-MB-231: MDA-MB-231 breast cancer | actives 5% (n = 81,000)
MCF7: MCF7 breast cancer | actives 6.3% (n = 82,000) | AID 1794796
The depositor's hits bear a star; . = no result given. The calls were made as follows: active = growth percent below 10; inactive = the rest.

SMILES	MOLT-4	K-562	MDA-MB-435	RPMI-8226	MDA-MB-468	SR	MDA-MB-231	MCF7
CN(C)c1ccc(/C=N\NC(=O)CN2CCN(c3cc4c(cc3F)c(=O)c(C(=O)N/N=C/c3ccc(N(C)C)cc3)cn4C3CC3)CC2)cc1	76	80	100	82	100	81	97	84
O=C(N/N=C/c1ccccc1Cl)C(=O)Nc1cccc(C(F)(F)F)c1	92	85	98	94	89	65	99	97
O=C(O)c1cc2ccccc2o1	89	103	109	124	102	101	100	96
CC(=O)O[C@@H]1C[C@H](C)CC[C@H]1C(C)C	120	121	103	127	126	116	94	100
CC(C)C(=O)/C=C/c1ccccc1	88	94	105	98	110	98	112	94
NC1(N)C=CC2=C(C=C1)C1(N)C3=C(C=CC(N)(N)C=C3)N2C2(N)C3=C(C=CC(N)(N)C=C3)N1C1=C2C=CC(N)(N)C=C1	33	82	90	19	72	79	67	76
COc1ccc(-c2nc3ccc(-c4nnc(SCC(=O)Nc5ccc(/C(C)=N\O)cc5)o4)cc3[nH]2)cc1OC	88	96	98	104	111	99	94	92
Cn1cnc2c(ncn2C2CC(O)C(CO)O2)c1=N (stereo not given)	100	146	119	102	100	82	113	107
COC(=O)c1ccc2c(c1)C(=O)N(Cc1ccccc1)C2=O	96	.	99	96	93	95	99	98
COC(=O)C(Cl)(Cl)N=Nc1c(Cl)cc(Cl)c(C)c1Cl	72	82	104	81	13	.	84	59
CCCCCc1cc[n+](/C=C/c2ccccc2)cc1	81	54	87	69	17	62	84	61
Cn1cc(/C=C\C(=O)O)c2nccnc21	100	111	105	107	98	113	117	93
CC(=O)Oc1c(Cl)cccc1-c1ccccc1	107	101	104	99	100	100	98	101
Cc1ccc(S(=O)(=O)Nc2ccc(-c3cc(-c4cccc(F)c4)c(C#N)c(N)n3)cc2)cc1	9.8*	2.5*	20	-3.3*	-15*	8.0*	21	11
O=c1c2c3c(sc2n2c(-c4cc(-c5ccccc5)nn4-c4ccccc4)nnc2n1Cc1ccccc1)CCCC3	19	27	85	14	.	13	94	68
CCN1CCC2(CC1)Nc1cc(Cl)ccc1-c1ccnn12	91	101	97	78	108	97	80	77
CC(C)C/C(=C\C(=O)O)C(=O)O	101	100	101	104	107	.	112	96
CC[C@H](Nc1nc(N)nc(C)c1C(N)=O)c1nc2cccc(NCc3ccc(C(=O)NO)cc3)c2c(=O)n1-c1ccccc1	99	104	97	56	75	82	102	90
N#Cc1c(-c2ccc(Br)cc2)nc(SCC(=O)c2ccc(Cl)cc2)[nH]c1=O	98	93	93	97	96	.	84	100
CCc1cc(=O)n2c(-c3ccc(F)cc3)cnc2[nH]1	95	83	99	105	115	98	102	107

Complete entries from above. Values in the order: MOLT-4	K-562	MDA-MB-435	RPMI-8226	MDA-MB-468	SR	MDA-MB-231	MCF7
Results for N#Cc1c(-c2ccc(Br)cc2)nc(SCC(=O)c2ccc(Cl)cc2)[nH]c1=O → 98	93	93	97	96	.	84	100
Results for Cn1cc(/C=C\C(=O)O)c2nccnc21 → 100	111	105	107	98	113	117	93
Results for CC(=O)Oc1c(Cl)cccc1-c1ccccc1 → 107	101	104	99	100	100	98	101
Results for CC[C@H](Nc1nc(N)nc(C)c1C(N)=O)c1nc2cccc(NCc3ccc(C(=O)NO)cc3)c2c(=O)n1-c1ccccc1 → 99	104	97	56	75	82	102	90
Results for COC(=O)c1ccc2c(c1)C(=O)N(Cc1ccccc1)C2=O → 96	.	99	96	93	95	99	98

Next section.
SMILES	MOLT-4	K-562	MDA-MB-435	RPMI-8226	MDA-MB-468	SR	MDA-MB-231	MCF7
CN(C)c1ccc(O)cc1	89	94	42	91	83	99	85	84
CCOC(=O)c1c(NCC(=O)Nc2ccc(Cl)cc2)sc2c1CCCC2	114	112	100	105	104	124	94	89
COc1cc2ncnc(Nc3ccc(O)cc3)c2cc1OC	75	73	92	97	18	27	89	90
Cc1ccc(N(Cc2ccc(Cl)cc2)C2OC(=O)c3ccccc32)cc1 (stereo not given)	91	93	111	110	100	111	114	96
CCOC(=O)c1ccc2c(c1)nc(NC(=O)c1ccc(Cl)cc1)n2CCCOC(C)C	64	46	89	63	69	70	89	83
Nc1ccccc1NC(=O)c1ccc(CSc2nc(N3CCOCC3)c3cccn3n2)cc1	1.1*	5.5*	-21*	-4.8*	-11*	13	19	10
CC(=O)O.CC(=O)O.O.[Fe]	116	139	128	135	100	124	99	111
O=C(Nc1ccc(F)cc1)N1CCOCC1	111	99	115	106	98	102	115	101
Cc1ccc(C2Oc3ccccc3C3CC(c4cccs4)=NN32)cc1 (stereo not given)	98	101	103	95	109	102	91	80
Cc1ccc2oc(=O)cc(CSc3nnnn3-c3ccccc3)c2c1	101	96	100	98	91	106	97	94
COc1ccccc1S(=O)(=O)Nc1ccc(-c2nnc3n2CCCCC3)cc1	81	70	106	92	.	64	105	109
O=C(NO)c1ccc(CNC(=O)[C@H]2Cc3c([nH]c4ccccc34)[C@H](c3ccccc3)N2)cc1	13	12	5.2*	15	-6.2*	24	7.5*	14
Cc1ccc(-c2nn3c(nc2=O)-c2ccccc2N2C(=O)CCCC23C)cc1 (stereo not given)	103	96	102	96	.	90	86	91
CCc1c(Cl)nc(N)nc1Cl	106	94	102	107	103	91	110	101
COc1ccc(/C=C2\Cc3cc(F)ccc3C2=O)cc1OC	92	91	111	84	97	112	116	73
Cc1ccc(S(=O)(=O)Nc2c(Br)cc(Br)cc2C(N)=O)cc1	.	119	108	95	102	111	103	.
COc1cc(NC(=O)Cn2c3c(sc2=O)[C@H]2[C@@H](O)[C@@H](O)[C@H](O)[C@@H]2CS3)cc(OC)c1OC	113	105	103	122	99	99	113	93
Cc1nn(-c2ccccc2)c(Cl)c1-c1cc(-c2ccc(Cl)cc2)nc(-c2ccc(Cl)cc2)c1	.	.	108	.	121	.	101	91
CCOC(=O)C(=O)Cc1cnc2ccccc2n1	105	102	.	99	116	95	102	93
COc1ccc(C2=Nn3c(NN)nnc3SC2)cc1	83	83	103	104	106	76	103	91
COc1cc(-c2nn(-c3cccc(NC(=O)CCN4CCN(c5ccccc5)CC4)c3)cc2-c2ccncc2)ccc1Cl	15	11	17	21	29	4.5*	7.1*	13
CCN(CC)CCN=Cc1ccccc1OC	100	101	103	110	114	100	119	99
O=C1N/C(=N\c2nccs2)S/C1=C\c1cccs1	17	20	42	20	10	16	48	15
C[C@@H]1C=C2C(=O)O[C@@H]3CC[C@H](C1)[C@]23O	63	27	58	76	11	19	89	37
O=[N+]([O-])c1cccc(CO)c1	104	103	107	120	108	104	110	99
Cc1ccc(C(=O)O)c(N)c1C	94	92	105	99	.	98	118	93
CC(=O)Nc1cccc(-c2[nH]c3ccccc3c2C=C(C#N)C#N)c1	74	.	64	73	67	75	75	67
O=C(N1c2ccc(F)cc2[C@H]2C=CC[C@H]2[C@H]1C[P+](c1ccccc1)(c1ccccc1)c1ccccc1)C(F)(F)F	82	73	106	69	84	76	92	93
O=c1[nH]c(N2CCOCC2)nc2sc3c(c12)CCCC3	95	108	102	98	101	102	104	94
O=C1CCC2(CCCC2)c2ccccc21	116	123	102	104	.	120	110	100
COc1ccc(-c2cc(-c3cccc4ccccc34)n3c(n2)nc2ccccc23)cc1	2.2*	37	53	33	52	.	78	20
O=C(O)c1ccccc1-c1c2ccc(=O)c(I)c-2oc2c(I)c(O)ccc12	99	124	105	106	114	101	104	91
CCN(c1ccccc1)S(=O)(=O)c1cc(NC(=O)CCC(=O)O)ccc1N	108	112	102	107	96	114	98	96
NC(N)=Nc1ccc(Oc2cccc(Nc3ccc(Cl)c(C(F)(F)F)c3)c2)cn1	-39*	-43*	-86*	-30*	-84*	-55*	-58*	-60*
CCC(C)[C@H](N)C(=O)Nc1cccc(-c2cc(=O)c3c(OC)c(OC)c(OC)cc3o2)c1 (stereo not given in full)	96	97	106	83	86	74	94	92
CC(C)(C)CC(C)(C)Cc1ccc(OCCOCC[N+](C)(C)Cc2ccccc2)cc1	7.4*	9.6*	-24*	-53*	-35*	-28*	-27*	13
O=C(CN1N=C(c2ccccc2)CCC1=O)Nc1nccs1	98	94	105	100	100	87	108	92
COc1ccc(-c2nc(SC)nc(N3CCOCC3)c2C#N)cc1	88	98	99	91	101	79	92	91
CCCCC1COc2cccc3c2N1C=C/C3=C\C(=O)n1ccc2ccccc21 (stereo not given)	41	19	-16*	66	12	17	85	49
CCOC(=O)c1ccc(NC(=S)NC(=O)c2ccc(Cl)c(Cl)c2)cc1	92	79	99	96	85	91	103	86
CN1CCN(c2ccc(C(=O)/C=C/c3cc(C(F)(F)F)ccc3Cl)cc2)CC1	2.3*	2.8*	-57*	3.7*	-98*	1.4*	-95*	-85*
Cc1ccc2c(-c3nnc(N)s3)cc(=O)oc2c1	101	93	100	107	115	108	101	93
COc1cc(C2NC(c3ccc(Cl)cc3)C(C)C(=O)C2C)cc(OC)c1OC (stereo not given)	89	.	104	87	94	111	104	94
COc1cc(/C=N/NC(=O)c2ccc(NS(C)(=O)=O)cc2)ccc1O	98	101	98	99	101	90	105	89
O=C(CN1C(=O)c2ccccc2C1=O)NCC(=O)Nc1ccccc1	94	108	118	89	109	96	103	101
O=C(CCN1C(=O)/C(=C/c2ccccc2F)SC1=S)N1CCOCC1	90	32	81	60	25	47	71	30
COc1cccc(/C=N\Nc2ccc([N+](=O)[O-])cn2)c1O	58	44	54	63	26	48	42	.
O=C(c1ccccc1)c1ccc[n+](CCc2ccccc2)c1	98	107	104	101	99	98	140	95
CCOC(=O)C(=O)C(C(=O)OCC)c1ccccc1 (stereo not given)	90	87	101	94	111	95	94	101
CCOC(=O)c1cc(C)n(-c2ccc(C(=O)O)cc2)c1C	92	116	107	104	65	75	80	67
O=C1Nc2ccccc2/C1=C/c1ccc(COCC2CO2)n1Cc1ccccc1 (stereo not given)	32	78	94	91	95	66	88	56
CCn1c(O)c(N=Nc2ccc(S(N)(=O)=O)cc2)c2ccccc21	95	91	103	91	98	91	98	94
Cc1cccc(C)c1N=C(Cc1nc2c(=O)[nH]c(=O)n(C)c2[nH]c1=O)c1ccccc1	100	88	100	107	128	111	94	94
CC1(C)C2CC1C1(/C=N\Nc3ccccc3)C(C2)C(C#N)(C#N)C1(C#N)C#N (stereo not given)	96	85	104	90	95	92	76	95
Cc1ccc(NC(=O)Cn2cc(CN3CCN(c4ccnc5cc(Cl)ccc45)CC3)nn2)cc1	-16*	64	94	65	88	60	77	79
C=C1CCC2C3(C)COC(C)(C)OC3CCC2(C)C1CC(NCc1ccccc1)C1=CCOC1=O (stereo not given)	96	94	101	.	102	98	94	98
Cc1nnc(-c2ccc3c(c2)nc(-c2cccs2)n3C2CCCCC2)o1	83	78	105	74	110	76	96	93
Brc1ccc(/C=C(/C2=NCCN2)n2ccc3ccccc32)cc1	9.2*	46	58	86	51	30	59	30
Nc1[nH]nc2[nH]c(=S)nc(-c3ccco3)c12	91	93	115	99	101	88	102	92
C=CCn1c(SCC(=O)Nc2ccccc2)nnc1-c1ccc(OC)cc1	99	98	99	106	90	110	91	94

3 compounds drawn at random from the list so far:
SMILES	MOLT-4	K-562	MDA-MB-435	RPMI-8226	MDA-MB-468	SR	MDA-MB-231	MCF7
O=C1Nc2ccccc2/C1=C/c1ccc(COCC2CO2)n1Cc1ccccc1 (stereo not given)	32	78	94	91	95	66	88	56
C=CCn1c(SCC(=O)Nc2ccccc2)nnc1-c1ccc(OC)cc1	99	98	99	106	90	110	91	94
Cc1ccc(NC(=O)Cn2cc(CN3CCN(c4ccnc5cc(Cl)ccc45)CC3)nn2)cc1	-16*	64	94	65	88	60	77	79

Going on with the list:
SMILES	MOLT-4	K-562	MDA-MB-435	RPMI-8226	MDA-MB-468	SR	MDA-MB-231	MCF7
O=C(N/N=C/c1ccc2c(c1)CCC2)c1ccccc1[N+](=O)[O-]	76	41	22	104	79	35	99	73
Cc1ccccc1-c1cc2ccccc2c(=O)o1	94	102	109	.	96	95	98	68
CS(=O)(=O)c1ccc(C(=O)Nc2ccc(Cl)c(-c3ccccn3)c2)c(Cl)c1	11	14	14	.	3.6*	9.7*	30	20
Cc1nc(NC(=O)Nc2ccccc2)sc1C(=O)NN	109	150	106	.	105	74	94	98
NC(C(=O)O)(c1ccccc1)c1ccccc1	.	.	108	100	109	.	96	106
CCn1c(=O)oc2ccc(Cl)cc21	106	102	103	107	105	.	111	92
COc1ccc([C@@H]2CCC[C@H](/C=C/P(=O)(OC)OC)O2)cc1	99	101	92	98	94	102	116	95
C/C(=N\Nc1ccccc1C(=O)O)C(=O)NCC(=O)O	96	95	108	92	102	102	101	96
Cn1c2ccccc2c2ssc(=S)c21	75	83	92	124	.	103	100	93
Cc1cc(C)c(C#N)c(OCc2ccc(Cl)cc2Cl)n1	97	96	96	105	.	77	93	99
Cc1nc(-c2cccs2)ccc1NC(=O)Nc1ccc(F)cc1	72	79	105	77	84	83	114	78
CN(C)c1ccc(/C=C(\C#N)C(=O)c2ccccc2)cc1Br	98	102	107	101	99	94	103	94
O=C1Nc2ccccc2C12C=C(c1ccccc1)Nc1c2c(-c2ccccc2)nn1-c1ccccc1 (stereo not given)	16	37	65	41	105	38	86	39
O=C(Nc1cccc(Cn2c(=O)[nH]c3ccc(Oc4ncccn4)cc3c2=O)c1)c1cccc(Cl)c1	15	27	43	35	19	36	73	40

Four entries from above in another layout:
mol | MOLT-4 | K-562 | MDA-MB-435 | RPMI-8226 | MDA-MB-468 | SR | MDA-MB-231 | MCF7
O=C(Nc1cccc(Cn2c(=O)[nH]c3ccc(Oc4ncccn4)cc3c2=O)c1)c1cccc(Cl)c1 | 15 | 27 | 43 | 35 | 19 | 36 | 73 | 40
CCn1c(=O)oc2ccc(Cl)cc21 | 106 | 102 | 103 | 107 | 105 | . | 111 | 92
Cc1nc(-c2cccs2)ccc1NC(=O)Nc1ccc(F)cc1 | 72 | 79 | 105 | 77 | 84 | 83 | 114 | 78
Cn1c2ccccc2c2ssc(=S)c21 | 75 | 83 | 92 | 124 | . | 103 | 100 | 93
